# High-throughput results: PubChem, National Center for Advancing Translational Sciences (NCATS)
# HT1080-NT tox = qHTS for induction of synthetic lethality in tumor cells producing 2HG: qHTS for the HT-1080-NT fibrosarcoma cell line. HT-1080-NT fibrosarcoma viability, CellTiter-Glo ATP luminescence, 48 h. Potency, µM (top dose mostly 46.1 µM), without a hit: at the highest dose activity, negative = less viability, most hits filed as cytotoxic. hit rate 1.6% among 360,000;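 also: NT is the 2HG producing partner of a matched IDH1 knockdown line; potency is read from the fitted curve at half-maximal effect; 0% = DMSO-treated cells and -100% = media-only wells without cells; nearly all actives have a fitted effect of over 55% in size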
#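 HT-1080-NT; 750 cells/well; 5% FBS RPMI; 48 h compound, 37 degrees C; CellTiter-Glo luminescence; curve fitting and curve-class assignment.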
# MCF10A rereplic = A quantitative high throughput screen for small molecules that induce DNA re-replication in MCF 10a normal breast cells | MCF 10A DNA re-replication, Hoechst nuclear intensity, 48 h | Potency, µM (highest dose often 46.1 µM), without a hit: top-dose activity, positive = re-replication, usual class: activators | hit rate 2.9% among 350,000; also: potency is read from the fitted curve at half-maximal effect; % of control where 0% means no effect; nearly all actives have a fitted effect of over 50% in size
# SW480 rerep = A quantitative high throughput screen for small molecules that induce DNA re-replication in SW480 colon adenocarcinoma cells; SW480 DNA re-replication, Hoechst DNA content imaging, 48 h; hit rate 1.8% among 340,000; Potency, µM (top dose mostly 46.1 µM), for inactives: top-dose re-replication activation, hits mostly activators; also: potency is read from the fitted curve at half-maximal effect; % of control where 0% means no effect; nearly all actives have a fitted effect of over 55% in size
#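 Readout is total intensity of Hoechst-stained nuclei, excited at 405 nm and collected at 500-530 nm. Compound treatment lasted 48 hr at 37 C in 5% CO2 before staining.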
# D3 ag = qHTS of D3 Dopamine Receptor Agonist: qHTS; D3R DiscoveRx beta-arrestin cells, luminescence, 90 min; max activation, %; hit rate 0.58% among 410,000; in the data active = max activation above about 30%; also: 0% is about no effect; mostly tested at two doses, the higher about 12 µM
# Target sequence (P35462 whole entry, looked up): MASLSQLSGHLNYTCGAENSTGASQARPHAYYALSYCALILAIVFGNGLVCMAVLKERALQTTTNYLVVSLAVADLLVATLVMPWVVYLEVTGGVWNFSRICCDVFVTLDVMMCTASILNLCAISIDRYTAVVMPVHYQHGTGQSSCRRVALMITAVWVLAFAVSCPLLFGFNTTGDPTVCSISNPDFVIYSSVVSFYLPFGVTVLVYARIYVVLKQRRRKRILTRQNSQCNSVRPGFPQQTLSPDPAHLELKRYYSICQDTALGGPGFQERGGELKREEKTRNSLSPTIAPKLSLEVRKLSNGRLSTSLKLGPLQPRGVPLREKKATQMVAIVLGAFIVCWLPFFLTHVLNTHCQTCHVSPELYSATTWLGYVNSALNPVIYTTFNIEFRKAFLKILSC
#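 Agonist-mode cell screen: cells plated at 1500/well and incubated overnight at 37 °C, then exposed to library compounds for 90 min at 37 °C. Detection reagent was added for 30–60 min at room temperature, and luminescence was read.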
# KB-3-1 tox = qHTS assay for MDR1-selective chemotherapeutics: Primary screen using the parental adenocarcinoma cell KB-3-1 | KB-3-1 viability, CellTiter-Glo ATP luminescence, 72 h | Potency, µM (titrated, usually from 46.1 µM), for the others: at the highest dose activity change, negative = cytotoxic, most hits filed as cytotoxic | hit rate 1.4% among 400,000; also: potency is read from the fitted curve at half-maximal effect; % is scaled to controls: 0 for no effect and ±100 for the full control effect; nearly all actives have a fitted effect of over 60% in size
#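 Cytotoxicity measured as CellTiter-Glo luminescence after 72 h at 37 C. Compound titrations were pinned onto drug-naive KB-3-1 parental adenocarcinoma cells grown in DMEM with 10% FBS, and normalized data fitted to concentration-response curves.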
# KB-V1 MDR tox = qHTS assay for MDR1-selective chemotherapeutics: Primary screen using the drug-selected MDR subline cells KB-V1; KB-V1 MDR cells viability, CellTiter-Glo, 72 h; Potency, µM (doses to about 46.1 µM), for the others: at the highest dose activity change, negative = cytotoxicity, most hits filed as cytotoxic; hit rate 3.4% among 400,000; also: potency is read from the fitted curve at half-maximal effect; % is scaled to controls: 0 for no effect and ±100 for the full control effect; nearly all actives have a fitted effect of over 60% in size
#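 In this primary screen, KB-V1 cells overexpressing P-gp are incubated with library compounds (lowest to highest concentration) for 72 h at 37 degrees C before a luminescent ATP viability read.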
# GLP1R cytotox = qHTS of GLP-1 Receptor Inverse Agonists: Cytotox Screen; HEK293 cAMP-luciferase reporter cells, luminescence, 24 h; hit rate 0.13% among 410,000; Potency, µM (doses to about 38.3 µM), inactives show at the top dose activity change, negative = inhibition, usual class: inhibitors;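 also: loss of luciferase light is scored as toxicity; potency is read from the fitted curve at half-maximal effect; % is scaled to controls: 0 for no effect and ±100 for the full control effect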
#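 Compound-treated cells are incubated 24 hr at 37 deg C under 5% CO2 after a 12 hour attachment period, then luciferase detection reagent is added and luminescence is measured following 12 min at room temperature; lowered signal indicates toxicity.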
# IL1B secr inh = qHTS for Inhibitors of Inflammasome Signaling: IL-1-beta AlphaLISA Primary Screen; THP-1 LPS/ATP IL-1B secretion, AlphaLISA, 16 h; hits give low values; activity change, % at 57.5 µM; hit rate 4.7% among 360,000; AID 743279, 2014; in the data active = activity change below about -50%; inconclusive = mostly about -30% to -49%; also: % is scaled to controls: 0 for no effect and ±100 for the full control effect
#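 Secreted IL-1B measured by AlphaLISA bead assay after 16 h compound exposure of THP-1 cells; compounds (final up to 57.5 uM) added 1 h before LPS (250 ng/mL) and ATP (1.25 mM) stimulation; lower signal means less secretion.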
# HT1080 IDH1KD tx = qHTS for induction of synthetic lethality in tumor cells producing 2HG: qHTS for the HT-1080-IDH1KD cell line; HT-1080 IDH1 knockdown viability, ATP luminescence, 48 h; Potency, µM (doses to about 46.1 µM), inactives show at the top dose activity, negative = toxicity, hits mostly cytotoxic; hit rate 2% among 360,000;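 also: potency is read from the fitted curve at half-maximal effect; 0% = DMSO wells and -100% = cell-free medium wells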
#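 Viability of IDH1-knockdown HT-1080 fibrosarcoma cells was assessed by CellTiter-Glo after 48 h at 37 °C with titrated compound; concentration-effect curves were classified by fit quality and response size.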
# The depositor's hits bear a star; ? = inconclusive; / = not tested or not shown; [ ] = dose if it differs, or a comment. Unless noted, calls follow the shape of the dose curve; as a rule, active = well fitted curve in the direction sought with a large enough effect; inconclusive = small, poorly fitted or top-dose-only effect, or another doubt; inactive = no such curve, though single readings can be large; an effect the other way counts as inactive or inconclusive.
SMILES,HT1080-NT tox,MCF10A rereplic,SW480 rerep,D3 ag,KB-3-1 tox,KB-V1 MDR tox,GLP1R cytotox,IL1B secr inh,HT1080 IDH1KD tx
COC(=O)C1=C(C)NC(=O)CC1c1ccccc1 (stereo not drawn),11%,-2%,3%,-1,4%,0%,-1%,3,14%
O=C(NCc1cn2ccccc2n1)C1CCC(=O)N(Cc2ccccc2F)C1 (stereo not drawn),9%,-1%,1%,2,1%,19%,-19%,3,2%
CCN1CCN(S(=O)(=O)CC2(C)C3CCC2(C)C(=O)C3Br)CC1 (stereo not drawn),-3%,7%,-1%,2,0%,-15%,20%,-6,-13%
O=C(O)CC1CCCC(c2ccccc2)C1=O (stereo not drawn),14%,12%,4%,0,8%,3%,-8%,0,8%
O=C(Nc1cccc(C(F)(F)F)c1)Nc1nnc(N2CCCCCC2)s1,/,/,/,3,-13%,5%,-5%,/,/
Cc1ccccc1NC1=NS(=O)(=O)c2ccccc21,0%,19%,15%,1,12%,5%,-8%,4,13%
CC1(C)Cc2c(sc(NC(=O)C(=O)N3CCCCC3)c2C(=O)O)CO1,-4%,-1%,1%,1,-2%,-4%,0%,11,-2%
O=C(CN(C(=O)c1nsc(Cl)c1Cl)c1cccc(F)c1)NC1CCCC1,6%,-4%,-8%,-5,-6%,?,7%,-14,0%
COc1cc2c(C(=O)NCc3ccc4c(c3)OCO4)cn(CC(C)C)c(=O)c2cc1OC,-5%,15µM*,-2%,2,-1%,0%,?,33,-9%
O=C1NC(c2ccc(Cl)c([N+](=O)[O-])c2)Nc2ccccc21 (stereo not drawn),?,6%,72%,-9,?,0%,0%,-9,-27%
CC1CCCC(C)N1C(=O)CSCc1ccc(Cl)cc1 (stereo not drawn),1%,7%,1%,4,?,18µM*,-4%,-15,2%
CN1CCC(C2(O)c3ccccc3CSc3sccc32)CC1 (stereo not drawn),-10%,2%,-4%,0,3%,9%,-24%,-10,-10%
CCOC(=O)c1c(C)oc2nc(C)nc(NCCc3ccc(SC)cc3)c12,/,/,/,6,-19%,-16%,0%,/,/
O=C(c1cnsn1)N1CCN(c2ccccc2)CC1,2%,0%,2%,-2,-2%,5%,39%[activator],-8,4%
Cc1occc1C(=O)Nc1cc(C(C)(C)C)on1,?,12%,-15%,-1,-31%,-44%,-2%,-4,?
COC(=O)c1cc(C(=O)OCC(=O)N2CCCCC2)cc([N+](=O)[O-])c1,1%,-1%,-3%,7,5%,0%,3%,25,9%
COc1ccc(CCNC(=O)C2CC(c3cc(C(F)(F)F)cc(C(F)(F)F)c3)=NO2)cc1 (stereo not drawn),14%,-2%,15%,33*,?,?,-2%,-2,7%
Cc1cc(C(=O)Cn2ncc(Cl)c(Cl)c2=O)c(C)n1CC(F)(F)F,8.2µM*,2.6µM*,5.8µM*,-9,?,?,-14%,-99*,5.8µM*
CC(C)(C)NC(=O)Cn1c(SCC(=O)NCc2cccs2)nc2ccccc21,6%,13%,-7%,-7,15%,-10%,-3%,13,-29%
Cc1c(Cl)cccc1NC(=O)Cn1nnc2sc3c(c2c1=O)CCCC3,/,/,/,1,6%,8%,8%,/,/
CSc1ccc(OC2(C)CCN(Cc3ccc(-c4ccccn4)cc3)C2)cc1 (stereo not drawn),-24%,/,/,1,0%,5%,2%,13,-21%
CCCC(=O)Nc1ccc(C(=O)N/N=C/c2ccc[nH]2)cc1,-22%,16µM*,1%,2,3%,4%,-21%,0,?
COc1ccc(Cc2noc(-c3ccc(OC)c(OC)c3)n2)cc1OC,-22%,?,?,16,-18%,12µM*,5%,-13,-23%
C[C@H](CO)N1C[C@H](C)[C@H](CN(C)Cc2ccncc2)OCc2ccccc2-c2c(n(C)c3ccccc23)C1=O,-2%,/,/,-6,-6%,27%,-9%,18,-2%
O=C(CN(c1ccccc1)S(=O)(=O)c1ccc(F)cc1)NC1CCS(=O)(=O)C1 (stereo not drawn),6%,-11%,-3%,-9,-5%,-6%,5%,14,-12%
CCC(C(=O)Nc1cccnc1)c1ccccc1 (stereo not drawn),1%,-9%,5%,0,-2%,-2%,2%,9,7%
Cc1nc(-c2ccc(S(=O)(=O)Nc3cccc(S(N)(=O)=O)c3)s2)cs1,-6%,-6%,-1%,-1,-1%,27%,4%,25,6%
CCCCNC(=O)C(NC(=O)c1ccc(C)cc1)C(=O)c1ccccc1 (stereo not drawn),14%,/,/,6,5%,?,3%,23,11%
C(=N\n1cnnc1)/c1ccc2c(c1)OCCO2,0%,-2%,0%,-4,7%,-22%,6%,11,-1%
Nc1ccc(N=Nc2ccccc2)cc1[N+](=O)[O-],-20%,-15%,6%,-8,-18%,5%,-29%,-12,-16%
CC[C@]12C(=O)N(C)C[C@H]([C@@H]3C(=O)N(C)C(=O)[C@@H]31)N2C(=O)c1ccc(Cl)c(Cl)c1,4%,-1%,-7%,8,8%,4%,-5%,-1,14%
CC1(C)CC(NC(=O)c2cccc(S(=O)(=O)N(Cc3ccccc3)c3ccccc3)c2)CC(C)(C)N1,-3%,8%,?,-12,?,18%,?,-81*,-2%
Cc1ccc(C)c(OCc2nnc(N)s2)c1,10%,?,0.73µM*,5,16%,19%,4%,-6,1%
O=C(OCc1nc2ccccc2s1)c1ccc(Br)s1,1%,-15%,-4%,-14,-8%,12%,5%,1,-22%
COCCn1c(=O)[nH]c2cc(C(=O)NCCCN3CCN(c4ccc(F)cc4)CC3)ccc2c1=O,-8%,11%,-3%,-8,-2%,-22%,2%,-8,-10%
CC(C)(C)c1cc(CNC2CS(=O)(=O)C[C@@H]2O)cc(C(C)(C)C)c1O (stereo partly drawn),-2%,?,-10%[9.22 µM],-1,12%,15%,-10%,-2,2%
COc1cccc(C(=O)NC2CCN(C(=O)N3c4ccccc4Sc4ccccc43)CC2)c1,?,-1%,4%,1,-16%,?,-28%,-57*,?
O=c1c2ccccc2cnn1Cc1n[nH]c(=S)n1-c1ccc(Cl)cc1,5%,-7%,-4%,2,4%,-25%,-3%,5,0%
C=CCNC(=O)/C(C#N)=C/c1c(N2CCCCCC2)nc2ccccn2c1=O,9%,0%,12%,-5,6%,-5%,104%[activator],-7,6%
NS(=O)(=O)c1ccc(NC2(C(=O)O)CCCC2)cc1,-3%,19%,-2%,-11,-7%,-16%,-2%,-18,0%
O=C(NCc1ccco1)c1ccc(S(=O)(=O)N2CCCCCC2)cc1,-3%,26%,-25%,-7,3%,8%,20%,-24,5%
COCCN(C(=O)c1ccco1)c1nc(-c2ccc(OC)cc2)cs1,-2%,/,/,-3,-15%,?,-10%,24,1%
COc1ccc(NC(=O)CN(C)CC(=O)N2CCCCCC2)cc1,-1%,4%,-4%,1,0%,?,5%,10,-2%
N#Cc1ccccc1S(=O)(=O)NC(=O)[C@H]1O[C@@H](n2cnc3c(N)ncnc32)[C@H](O)[C@@H]1O,18%,/,/,9,0%,-4%,4%,0,14%
COc1ccc2c(c1)OC/C(=C/c1cccs1)C2=O,10%,?,2%,1,12%,-12%,-5%,-27,8%
Cc1ccc(NC(=O)Cc2nc(CSc3nnc(-c4ccc5c(c4)OCO5)o3)cs2)cc1,-12%,9%,-2%,10,4%,-12%,-1%,30,-16%
O=C(CC(c1ccccc1)c1ccccc1)Nc1ccc(O)cc1,-2%,9%,-24%,-6,-1%,-7%,15%,5,-6%
COc1ccc(C(=O)Nc2nc(C)c(C(=O)N(C)C)s2)cc1OC,2%,6%,-2%,0,19%,?,2%,-7,1%
Cc1ccc(N2C(=O)CS(=O)(=O)C23C(=O)N(Cc2ccccc2F)c2ccccc23)cc1Cl (stereo not drawn),/,/,/,7,-1%,-3%,9%,/,/
CC1CN(C(=O)[C@@H]2CCCN2S(=O)(=O)c2ccc(Cl)cc2)CC(C)O1 (stereo partly drawn),5%,-16%,-7%,-2,0%,4%,-3%,-1,-1%
CSc1nc(Oc2ccc(F)cc2)c2ccccc2n1,-1%,?,0%,-3,-6%,-3%,17%,1,-11%
Cc1ccc(S(=O)(=O)N2CCN(C(=O)CSc3ncn[nH]3)CC2)cc1,1%,-7%,-2%,-7,1%,-11%,-1%,0,-1%
